Screening results (PubChem BioAssay)
Myeloid diff MLP – induction of myeloid progenitor differentiation, primary screen, cell-based, flow cytometry, MLPCN library; ER-HoxA9 myeloid progenitors, lysozyme-GFP differentiation; calls only at 10 µM; 360,000 tested, 1% active;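 active means normalized GFP-positive differentiation at or above the plate's own cutoff, the solvent-only control mean plus 3 SD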;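 further: cells exposed to compound for four days before flow analysis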
NOD2 inhibition – NOD2 signaling inhibitors, cell-based, luminescence, uHTS, HEK293 (AID 1566); HEK293 NOD2/NF-kB luciferase reporter, luminescence; higher % means a stronger effect; inhibition, % at 4 µM, or EC50 in µM where a hit was titrated; 290,000 tested, 0.63% active; further: many of its hits are not listed in these tables
LYP inhibition – inhibitors of LYP phosphatase, biochemical, fluorescence intensity, uHTS (AID 1779); Tyrosine-protein phosphatase non-receptor type 22 (Homo sapiens); recombinant LYP phosphatase, fluorescence intensity; higher % means a stronger effect; inhibition, % at 11.5 µM, or IC50 in µM where a hit was titrated; 290,000 tested, 0.054% active;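 further: plate controls were vehicle with enzyme for no effect and no enzyme for full effect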
PhoP inhibition – inhibitors of PhoP regulon expression, primary screen, Salmonella Typhimurium, GFP reporter (AID 1863); inhibition, % at 50 µM, or IC50 in µM where a hit was titrated; S. Typhimurium PhoP-regulated promoter GFP reporter, 4 h; higher % means a stronger effect; 300,000 tested, 0.16% active;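 active means inhibition over 29.93%, a cutoff 3 SD above the screen mean, later confirmed by dose response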;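 further: 0% = low Mg2+ inducing control and 100% = high Mg2+ repressing control; strong numbers were not always called active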
NOD1 inhibition – NOD1 signaling inhibitors, primary screen, cell-based, luminescence, uHTS (AID 1578). 290,000 tested, 1% active. NOD1-driven NF-kB luciferase reporter cells, luminescence; higher % means a stronger effect. inhibition, % at 4 µM; hits with a dose series show EC50 in µM; in the data active means inhibition mostly above about 36%, no sharp cut-off; inactive means mostly below about 34%;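 further: HEK-293T reporter cells stimulated with the NOD1 agonist gamma-tri-DAP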
KOR beta-arrestin-1 – KOR antagonists, beta-arrestin recruitment, cell-based, luminescence, uHTS (AID 1778); Kappa-type opioid receptor (Homo sapiens); KOR beta-arrestin recruitment, luminescence, antagonist mode; higher % means a stronger effect; one-dose inhibition, % at 10 µM; IC50 in µM for titrated hits; 290,000 tested, 0.091% active; further: strong numbers were not always called active
SIAH1 antagonists – Siah-1 peptide-binding antagonists, primary screen, biochemical, fluorescence polarization, rhodamine-plectin, uHTS (AID 1817) | E3 ubiquitin-protein ligase SIAH1 (Homo sapiens) | Siah-1 / rhodamine-plectin peptide fluorescence polarization; higher % means a stronger effect | displacement, % at 20 µM, or IC50 in µM where a hit was titrated | 290,000 tested, 0.02% active;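 active means displacement of at least 50% at 20 µM, with a fluorescence ratio check between 0.3 and a set limit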;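 further: plate controls were Siah plus tracer with DMSO for no effect and tracer alone without Siah for full effect; strong numbers were not always called active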
KOR beta-arrestin-2 – KOR agonists, beta-arrestin recruitment, primary screen, cell-based, luminescence, uHTS (AID 1777). Kappa-type opioid receptor (Homo sapiens). KOR beta-arrestin recruitment, luminescence; higher % means a stronger effect. activation, % at 10 µM, or EC50 in µM where a hit was titrated. 280,000 tested, 0.02% active; in the data active means activation above about 50%, passing the limit was not always enough; further: a part of the inactive calls stands beside numbers as strong as those of hits
HIV fusion peptide – inhibitors of HIV fusion peptide binding, primary screen, biochemical, uHTS, fluorescence dequenching (AID 1986); cell-free peptide binding, fluorescence dequenching, 30 min; higher % means a stronger effect; one-dose inhibition, % at 20 µM; IC50 in µM for titrated hits; 290,000 tested, 0.3% active; in the data active means inhibition mostly above about 52%, no sharp cut-off; inactive means mostly below about 76%; further: some results filed as inactive read as strong as hits
Myeloid diff MLP GFP+ MAC1+ % – second read-out of Myeloid diff MLP, no call of its own (marks repeat the call); GFP+ MAC1+ double positive, %; measured here: differentiation confirmed by MAC1 staining
Numbers without * were called inactive; i = inactive; . = no result given; + = active, no number; [ ] = dose if it differs, or a comment. Unless noted, no stated cut-off is given here; in the data, active means inhibition above about 50%; inactive means the rest. The list is partial; count on the stated rates, not on these rows.

nr	SMILES	Myeloid diff MLP	SIAH1 antagonists	PhoP inhibition	HIV fusion peptide	NOD2 inhibition	KOR beta-arrestin-1	KOR beta-arrestin-2	Myeloid diff MLP GFP+ MAC1+ %	NOD1 inhibition	LYP inhibition
1	CCC(C)(C(=O)NC1CCCC1)N(Cc1ccco1)C(=O)c1ccccn1 (stereo not drawn)	i	1%	-7%	2.2%	1%	-14%	11µM*	1.0	-6%	-8%
2	CCOC(=O)/C(C#N)=C/c1ccc(OCC(=O)Nc2ccccc2)c(OC)c1	i	13%	-9%	11%	-13%	22%	-5.1%	1.3	-17%	-5%
3	CCCn1c(N2CCN(CC(=O)c3c[nH]c4ccccc34)CC2)nc2c1c(=O)[nH]c(=O)n2C	i	-3%	15%	-2.1%	0%	-28%	-9.5%	1.7	-17%	-9%
4	COCCN(CCOC)S(=O)(=O)c1ccc(C(=O)Nc2nnc(C)o2)cc1	i	1%	7%	0.5%	5%	-1%	-2.6%	0.2	12%	-7%
5	Cc1ccc(S(=O)(=O)NCCCCCC(=O)NCCc2ccccc2)cc1	i	-1%	5%	1.1%	-12%	-8%[20 µM]	-2.1%	1.0	-26%	-10%
6	CCc1ccc(C2c3[nH]c4ccccc4c3CCN2C(=O)c2cc[n+]([O-])cc2)cc1 (stereo not drawn)	i	-4%	7%	-1.0%	8%	20%	-0.7%	0.2	6%	-6%
7	COc1ccc(CNCCNC(=O)c2cccs2)c(OC)c1OC	i	17%	.	1.0%	-8%	2%[20 µM]	4.6%	0.0	-40%	-6%
8	COc1ccc(OC)c(NC(=O)C2CC(=O)N(c3ccc(Br)cc3)C2)c1 (stereo not drawn)	i	6%	6%	-1.8%	-15%	19%	-5.0%	2.3	-14%	-3%
9	COC(=O)c1cc(C(=O)N2CCN(c3ncccn3)CC2)cc([N+](=O)[O-])c1	i	3%	-5%	-0.3%	18%	9%	0.4%	0.6	23%	-2%
10	COc1cc(S(=O)(=O)Nc2c(C)cc(C)cc2C)ccc1Cl	i	-2%	-10%	12%	2%	-29%	1.4%	2.1	17%	-4%
11	CC(C)CNC(C(=O)Nc1ccc([N+](=O)[O-])cc1Br)c1ccccc1 (stereo not drawn)	i	-3%	19%	-2.3%	10%	-2%	0.2%	0.3	-1%	-4%
12	CCOC(=O)C1=C(C(F)(F)F)Nc2ncnn2C1c1cccc(OC)c1OC (stereo not drawn)	i	2%	-7%	0.7%	13%	-13%	-0.1%	0.7	-33%	-2%
13	CNc1sc(C(=O)c2ccc(F)cc2)c(N)c1-c1nc2ccccc2s1	i	-4%	-17%	-1.3%	-4%	30%	-15%	1.9	-10%	-7%
14	CC(=O)N1CCN(C23CC4CC(CC(C4)C2)C3)CC1	i	0%	-1%	-0.1%	-16%	-2%[20 µM]	-5.6%	0.5	-15%	-7%
15	Cc1cc(=O)oc2c(C)c3occc3cc12	i	3%	-4%	2.2%	10%	-3%[20 µM]	0.6%	0.5	-12%	4%
16	COc1ccc(N2CC(C(=O)Nc3ncccc3C)CC2=O)cc1 (stereo not drawn)	i	-1%	6%	2.6%	15%	5%	3.9%	1.1	-12%	-5%
17	CCN1c2ccccc2NC2C1C(C(C)=O)C(=O)N2c1ccc(Cl)cc1 (stereo not drawn)	+	4%	2%	-2.5%	-5%	2%	-2.4%	56*	2%	6%
18	COc1cc(C2CC(c3c(C)cc(C)[nH]c3=O)=NN2c2ccccc2F)cc(OC)c1OC (stereo not drawn)	i	-5%	7%	0.0%	18%	-13%	-5.7%	0.5	5%	-3%
19	COc1cnn(C(C)(C)C)c(=O)c1Cl	i	3%	-3%	-2.6%	3%	-13%	7.5%	1.0	1%	-1%
20	OC1(c2ccccc2)CN(c2ccccc2)C2=[N+]1CCS2 (stereo not drawn)	i	8%	2%	1.7%	10%	25%	4.4%	0.9	2%	-3%
21	COc1cc(OC)cc(C(=O)N2CCC(N3CCN(c4ccccc4OC)CC3)CC2)c1	i	1%	-17%	1.5%	11%	.	-0.9%	0.3	-21%	0%
22	Cc1cc(C)n(-c2nc3nonc3nc2Nc2cccc(C)c2C)n1	i	4%	5%	2.0%	8%	-22%	1.5%	0.5	10%	3%
23	COC(C[C@H](O)C[C@H](O)COCc1ccccc1)OC	i	-3%	-2%	0.8%	9%	9%	1.0%	1.9	10%	-14%
24	COC(=O)Cn1c(=NC(=O)CSCC(=O)Nc2cc(C)on2)sc2cc(C(=O)OC)ccc21	i	1%	-5%	1.4%	1%	10%	-5.4%	3.0	-3%	2%
25	CCOc1cc(/C=N/N=C2/NC(=O)C(CC(=O)O)S2)ccc1OCc1ccccc1Cl (stereo not drawn)	i	24%	-1%	53%	27%	-6%	1.1%	0.6	-4%	8%
26	Cc1nnc(NC(=O)CN2CCN(Cc3ccccc3)CC2)s1	i	13%	-5%	1.5%	-7%	-1%	-4.5%	0.5	-40%	-5%
27	Cc1ccc(/C=N/NC(=O)c2ccc(-c3ccccc3)cc2)o1	i	2%	7%	-1.4%	9%	0%	1.1%	0.2	-17%	-2%
28	CSc1nc2c(c(=O)[nH]1)C(c1cccc(Br)c1)CC(=O)N2 (stereo not drawn)	i	-2%	3%	0.4%	7%	-33%	-1.8%	0.1	-23%	0%
29	CCOC(=O)Cn1c(CN2CCOCC2)nc2c1c(=O)n(C)c(=O)n2C	i	0%	1%	-0.5%	6%	11%	-3.0%	1.3	4%	-4%
30	CCOC(=O)c1c(C)nc(C)c(C(=O)OCC)c1-c1ccccc1	i	5%	-6%	-0.4%	16%	19%	-1.4%	4.2	3%	-7%
31	O=C(O)c1ccc(Cn2c(SCc3cc(=O)n4cc(Br)ccc4n3)nc3ccsc3c2=O)cc1	.	14%	-4%	2.4%	10%	-19%	-1.3%	.	-13%	0%
32	Cc1c(NC(=O)CSc2nnc(COc3ccccc3)n2-c2ccccc2)c(=O)n(-c2ccccc2)n1C	i	2%	7%	-2.1%	19%	-22%	1.9%	1.8	12%	-1%
33	O=C(CSc1ccc(-c2ccccn2)nn1)N1CCCc2ccccc21	i	2%	12%	0.9%	11%	-36%	-6.1%	0.2	-41%	-4%
34	CCC(=O)N1CCN(c2ccccc2NC(=S)NC(=O)c2cccc([N+](=O)[O-])c2)CC1	i	2%	-5%	0.0%	28%	2%	-5.9%	0.4	-11%	2%
35	Nc1cc(N)nc(SCc2ccccc2)n1	i	2%	23%	-1.2%	-43%	25%	-1.7%	1.9	-38%	-3%
36	Cc1nnc(SCC(=O)c2ccccc2F)n1Cc1ccccc1	i	2%	-5%	0.7%	8%	-1%	4.2%	0.3	-6%	-3%
37	O=[N+]([O-])c1ccccc1S(=O)(=O)N(CC(O)CN1CCCCC1)c1ccccc1 (stereo not drawn)	i	-1%	6%	-2.4%	-6%	-3%	0.8%	1.2	-23%	-7%
38	Cc1nc(-c2ccc(S(=O)(=O)Nc3cccc(Cl)c3)cc2)co1	i	0%	-3%	1.3%	32%	-41%	2.3%	1.6	-9%	2%
39	O=C(NCc1cccnc1)c1ccc(S(=O)(=O)N2CCCCCC2)cc1	i	0%	-3%	0.6%	21%	1%	-0.5%	0.7	-25%	-2%
40	COc1ccc(/C=C2/SC(=O)N(CCC(=O)Nc3ccc(C)cc3)C2=O)cc1OC	.	-1%	2%	5.1%	-17%	13%	1.4%	.	-38%	-2%
41	CS(=O)(=O)N(Cc1ccccc1)c1ccc(C(=O)NCc2cccnc2)cc1	i	1%	1%	-1.9%	14%	-8%	1.4%	0.7	-6%	-2%
42	COC(=O)/C=C1\N/C(=N\c2nc(C)cc(C)n2)N(c2ccccc2)C1=O	i	4%	-4%	1.8%	-13%	22%	-2.9%	0.5	2%	0%
43	O=C(C1CCN(c2nnc(-n3cccc3)s2)CC1)N1CCOCC1	i	2%	-6%	-0.6%	6%	30%	-4.5%	1.7	.	-1%
44	Cc1csc(NC(=O)Cc2ccc(Br)cc2)n1	i	-1%	4%	1.9%	-19%	-10%[20 µM]	-2.5%	0.5	-46%	-8%
45	O=C(CN1CCN(Cc2ccccc2)CC1)c1ccc(Br)cc1	i	3%	2%	-1.4%	4%	-15%	4.0%	1.8	8%	3%
46	CC1Cc2ccccc2N1c1ncnc2nc[nH]c12 (stereo not drawn)	i	-1%	5%	2.0%	1%	12%	-3.4%	2.2	72%*	-2%
47	CCn1c(SCc2nc3sc(C(=O)O)c(C)c3c(=O)[nH]2)nc2ccccc21	.	2%	-10%	59%	15%	-37%	-1.6%	.	15%	-5%
48	CCOc1ncccc1C(=O)Nc1ccc2c(c1)OCO2	i	6%	2%	-1.9%	5%	22%	-5.5%	0.3	-29%	0%
49	CCOC(=O)c1c(C)[nH]c(C)c1C(=O)CSc1nc2ccccc2n1CCOC	i	7%	5%	-0.2%	13%	16%	1.7%	0.5	-22%	-3%
50	CC(=O)c1ccc(Sc2ccc(C(C)=O)cc2)cc1	i	2%	24%	1.5%	-24%	9%	4.0%	0.1	0%	-1%

(cont.)
nr	SMILES	Myeloid diff MLP	SIAH1 antagonists	PhoP inhibition	HIV fusion peptide	NOD2 inhibition	KOR beta-arrestin-1	KOR beta-arrestin-2	Myeloid diff MLP GFP+ MAC1+ %	NOD1 inhibition	LYP inhibition
51	CCc1ccc2[nH]c(=O)c(CN(Cc3ccccc3OC)C(=O)Nc3ccccc3OC)cc2c1	i	2%	8%	0.7%	7%	-9%	1.5%	1.3	5%	8%
52	Cc1ccc(C(=O)NC2CCN(S(=O)(=O)c3ccccc3F)CC2)cc1	i	2%	-3%	1.1%	12%	-14%[20 µM]	-6.7%	0.4	-6%	-8%
53	CN(C(=S)Oc1ccc(C(=O)Nc2ccccc2)cc1)c1ccccc1	i	17%	-23%	1.5%	33%	10%	0.4%	0.4	-6%	3%
54	COCCN(Cc1cc2ccc(C)cc2n2nnnc12)Cc1nnnn1C(C)(C)C	i	3%	5%	2.6%	5%	10%	-5.5%	0.7	-14%	-9%
55	Cc1ccc(S(=O)(=O)N2CCOC2CNC(=O)C(=O)NCCCN2CCOCC2)cc1 (stereo not drawn)	i	-5%	-3%	-0.4%	15%	-32%	-2.0%	0.8	1%	-13%
56	CC(C)CC(NC(=O)OC(C)(C)C)C(=O)NC(C(=O)NC(C)C(N)=O)C(C)C (stereo not drawn)	i	-5%	1%	-1.1%	-5%	32%	-2.2%	4.9	-1%	4%

One compound at a time, as listed above. Screens in order: Myeloid diff MLP, SIAH1 antagonists, PhoP inhibition, HIV fusion peptide, NOD2 inhibition, KOR beta-arrestin-1, KOR beta-arrestin-2, Myeloid diff MLP GFP+ MAC1+ %, NOD1 inhibition, LYP inhibition
`CCc1ccc2[nH]c(=O)c(CN(Cc3ccccc3OC)C(=O)Nc3ccccc3OC)cc2c1` is listed with i, 2%, 8%, 0.7%, 7%, -9%, 1.5%, 1.3, 5%, 8%
`Cc1ccc(S(=O)(=O)N2CCOC2CNC(=O)C(=O)NCCCN2CCOCC2)cc1` (stereo not drawn) is listed with i, -5%, -3%, -0.4%, 15%, -32%, -2.0%, 0.8, 1%, -13%
